Compound activity from PubChem BioAssay.
Ba/F3 V617F tox = lowers viability of Ba/F3 cells expressing EpoR and JAK2V617F. inhibition, % at 5.6 µM. ATP luminescence. AID 1446. actives 1.1% (n = 220,000);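 active = inhibition above the campaign mean plus 3 SD over all tested compounds, cut at about 24% in these data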;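 also: cytokine-independent growth of Ba/F3 cells driven by EpoR plus mutant JAK2; 0% = DMSO-treated cells and 100% = JAK inhibitor I control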
NPY Y1 blocker = blocks the human neuropeptide Y Y1 receptor; AID 1040; P25929; actives 1% (n = 200,000); inhibition, % at 3.6 µM; HEK293-CNG Y1 cells, membrane potential fluorescence; NPY at EC95, then isoproterenol;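 active = inhibition above the campaign mean inhibition of all tested compounds plus 3 SD, cut at about 20% in these data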;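 also: 0% = DMSO wells given NPY plus isoproterenol and 100% = isoproterenol alone without NPY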
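Test system – HEK293 Y1/CNG channel cell line · Also added – NPY agonist 25 nM, then isoproterenol 1 µM plus Ro 20-1724 25 µM · Compound dosing – one concentration, 3.6 µM, in 0.4% DMSO · Schedule – compound incubation 1 h at room temperature, readout 45 min post-stimulation · Technique – fluorescence, membrane potential probe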
NPY-Y1 PAM-ag = potentiators or agonists of human neuropeptide Y receptor Y1. P25929. actives 0.37% (n = 220,000). activation, % at 3.6 µM. NPY-Y1 expressing cells, potentiator/agonist activation. AID 1304; in the data active = activation above about 33%, passing the limit was not always enough;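 also: cells stimulated with NPY at EC10 then isoproterenol at EC100; 0% = low agonist plus stimulus and 100% = saturating agonist plus stimulus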
S1P4 antagonist = human S1P4 receptor antagonism; O95977; S1P4-expressing cells, antagonist mode, reporter read-out; inhibition, % at 4.98 µM; actives 0.26% (n = 220,000); AID 1510; in the data active = inhibition above about 29%;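 also: 0% = wells stimulated with agonist and 100% = vehicle wells without agonist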
Target sequence (O95977 whole entry, looked up): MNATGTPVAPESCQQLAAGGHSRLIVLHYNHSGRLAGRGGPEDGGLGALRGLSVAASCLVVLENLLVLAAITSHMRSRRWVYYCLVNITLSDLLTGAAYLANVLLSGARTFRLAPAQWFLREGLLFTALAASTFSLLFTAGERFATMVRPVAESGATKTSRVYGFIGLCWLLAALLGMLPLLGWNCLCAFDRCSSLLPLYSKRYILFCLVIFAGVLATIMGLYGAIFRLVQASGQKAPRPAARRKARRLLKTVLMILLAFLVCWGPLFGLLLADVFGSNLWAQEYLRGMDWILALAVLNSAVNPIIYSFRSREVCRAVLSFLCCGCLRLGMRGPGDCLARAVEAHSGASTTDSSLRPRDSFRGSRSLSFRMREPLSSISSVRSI
CHOP inh = inhibitors of CHOP induction in ER stress response; CHO-K1 CHOP-promoter luciferase, tunicamycin-induced, 15-18 h; inhibition, % at 10 µM; actives 3.8% (n = 220,000); AID 2732;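 active = compounds that reduced the stress-induced luciferase reporter signal by more than about 70% of percent inhibition, limit read from the data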;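 also: 0% = tunicamycin plus vehicle and 100% = wells without tunicamycin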
p47phox inh = blocks human p47phox regulatory protein of NADPH oxidases; actives 0.53% (n = 220,000); AID 1274; inhibition, % at 24.7 µM; P14598; p47phox/p22phox peptide binding, fluorescence polarization, 2 h;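 active = inhibition above about 30%, limit read from the data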;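 also: 0% = p47phox with labelled peptide and 100% = labelled peptide alone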
Target sequence (P14598 whole entry, looked up): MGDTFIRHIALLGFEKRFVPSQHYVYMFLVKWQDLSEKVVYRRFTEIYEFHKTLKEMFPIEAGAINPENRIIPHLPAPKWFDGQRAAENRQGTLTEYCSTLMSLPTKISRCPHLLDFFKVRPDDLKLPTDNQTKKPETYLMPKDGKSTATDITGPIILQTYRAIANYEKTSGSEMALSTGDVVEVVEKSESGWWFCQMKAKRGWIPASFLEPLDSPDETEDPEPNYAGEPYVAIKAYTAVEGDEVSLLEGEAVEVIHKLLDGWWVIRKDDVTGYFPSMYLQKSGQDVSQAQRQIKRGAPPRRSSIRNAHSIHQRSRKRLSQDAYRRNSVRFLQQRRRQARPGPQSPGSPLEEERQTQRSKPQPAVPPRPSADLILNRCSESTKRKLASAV
NPY-Y2 PAM-ag = human NPY-Y2 potentiation or agonism, primary screen; P49146; cells expressing NPY-Y2, potentiator/agonist read-out; activation, % at 3.6 µM; actives 0.45% (n = 220,000); in the data active = activation above about 27%;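 also: cells stimulated with NPY near EC25 plus isoproterenol at EC100; 0% = vehicle plus submaximal agonist and 100% = vehicle plus saturating agonist; some results beyond the cut were filed as inactive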
BaF3 parental = counter-screen for JAK2V617F inhibitors: parental Ba/F3 viability inhibitors; inhibition, % at 5.6 µM; actives 1.1% (n = 220,000); CellTiter-Glo ATP luminescence; AID 1486;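 active = inhibition above a per-campaign cutoff, the mean inhibition of all tested compounds plus 3 SD, cut at about 27% in these data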;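 also: 0% = DMSO wells and 100% = JAK Inhibitor I control wells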
S1P4 ag = agonists of human S1P4 receptor. AID 1509. activation, % at 4.98 µM. S1P4-expressing cell line, agonist reporter assay. actives 0.35% (n = 220,000); in the data active = activation above about 11%;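 also: 0% = DMSO vehicle and 100% = reference agonist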
An asterisk follows results filed as active; / = not tested or not shown.

SMILES	Ba/F3 V617F tox	NPY Y1 blocker	NPY-Y1 PAM-ag	S1P4 antagonist	CHOP inh	p47phox inh	NPY-Y2 PAM-ag	BaF3 parental	S1P4 ag
CC(C)(CC(=O)O)CC(=O)NCc1c(Cl)cccc1Oc1ccccc1	-3	/	-12	-4	23	4	3	-1	0.0
O=C(CCCc1ccccc1)Nc1ccc(S(=O)(=O)N2CCOCC2)cc1	-3	/	27	7	10	4	6	1	-1.9
Cc1ccc(C)c(C(=O)n2cnnc2N)c1	-2	2	2	-15	29	-11	0	0	1.9
COc1ccc(C(=O)c2ccccc2Cl)cc1	2	2	-19	-4	12	5	-12	2	-0.5
COc1cc(NC(=S)NCCCN2CCOCC2)cc(OC)c1	2	4	-17	-10	14	4	5	9	-2.3
COc1ccccc1-c1cc(C(F)(F)F)n2ncc(S(=O)(=O)c3ccccc3)c2n1	-1	-1	-4	-5	61	-3	-15	6	-0.1
O=c1[nH]c(NNC(=S)NCc2ccccc2)nc2c1C1(CCCCC1)Cc1ccccc1-2	11	-3	22	4	87*	-22	19	16	-0.8
Cc1ccc(OCc2nc(C#N)c(NCc3ccc4c(c3)OCO4)o2)cc1	-2	11	-66	-1	8	-3	-21	0	0.7
CCOc1ccc(/C(O)=C2/C(=O)C(=O)N(CCN(CC)CC)C2c2ccco2)cc1 (stereo not given)	3	-1	5	9	-21	-11	7	8	0.0
COc1ccccc1NS(=O)(=O)c1cccc(NC(=O)NC2CCCCC2)c1	-2	1	-3	-8	24	0	9	3	0.1
NNC(=O)c1ccc(N2CCCCCC2)c([N+](=O)[O-])c1	1	-6	6	8	20	1	-13	8	-1.2
CCN(CC)c1ccc(N2C(=O)C3CCCCC3C2=O)cc1[N+](=O)[O-] (stereo not given)	0	0	-8	-19	57	-3	12	2	-1.6
O=C1CC(N2CCN(C3CCc4ccccc4C3)CC2)C(=O)N1c1ccccc1 (stereo not given)	6	3	-14	5	/	/	-7	12	-0.9
CCC(=O)c1c[nH]c(C(=O)NCCCN2CCOCC2)c1	-1	2	4	-6	13	0	6	1	0.3
COc1ccc(C2(NC(C)=O)CCN(C(=O)c3cccs3)CC2)cc1	1	4	-11	-10	9	-11	-3	4	-1.6
CC1=NN(c2ccccc2)C(=O)/C1=C/c1cc2cc(C)ccc2nc1N1CCCCC1	1	-9	-4	-9	18	-14	6	5	0.6
NCCCNC(=O)c1ccc(/C=N/O)nc1	-3	4	-11	3	4	-2	0	-2	0.1
CCOc1cccc(NC(=O)C2CC(=O)N(c3ccc(F)cc3)C2)c1 (stereo not given)	0	-1	17	-10	14	-19	7	4	1.0
COc1ccc(NC(=O)c2noc3c2CCCCC3)cc1	0	-3	3	-10	-5	0	-10	5	-0.1
Cc1cc(C)c2cc3c(N)c(C(=O)N4CCc5ccccc5C4)sc3nc2c1	-3	-1	-12	13	0	-39	-22	7	-0.4
CCOc1cc(NC(=O)c2ccco2)c(OCC)cc1NC(=O)CCc1ccccc1OC	3	2	-31	-21	68	-6	-1	2	-0.7
COc1cc(NC(=O)CN(C)Cc2cccc(F)c2)c(C)cc1[N+](=O)[O-]	0	4	-2	-13	9	-7	10	5	2.1
CCOC(=O)Cc1csc(NC(=O)CCNS(=O)(=O)c2ccc3c(c2)CCC(=O)N3)n1	6	4	5	9	5	-12	1	4	-1.5
Cc1ccc(-n2ncc3c(NCCCOC(C)C)ncnc32)c(C)c1	-4	-4	3	22	30	-6	-6	1	-4.0
COC(=O)[C@H](CC(C)C)NC(=O)NCc1ccc(Cl)cc1	0	/	9	-8	12	2	-12	-3	-0.4

Further records follow:
SMILES	Ba/F3 V617F tox	NPY Y1 blocker	NPY-Y1 PAM-ag	S1P4 antagonist	CHOP inh	p47phox inh	NPY-Y2 PAM-ag	BaF3 parental	S1P4 ag
CCCN(CCC)c1nc2ccccc2nc1C(C#N)C(=O)OCCOC (stereo not given)	1	2	-17	-9	67	-6	-15	7	2.8
Cc1ccc(S(=O)(=O)Nc2nc(C)cc(NCCN)n2)cc1	-2	16	0	3	27	-4	-5	0	0.7
Cc1ccc(N(CCC#N)C(=O)CCl)cc1C	7	-4	-2	-11	-48	1	-8	5	-0.8
Cc1cc(NC(=O)C23CCC(C)(c4nc5cc(Cl)c(Cl)cc5nc42)C3(C)C)no1 (stereo not given)	-1	2	7	-11	/	/	7	3	-1.0
Cc1cc(C)n(-c2nnc(Cl)c3ccccc23)n1	1	-1	8	16	5	0	-5	3	1.8
COCCNC(=O)CN1c2ccccc2CC1C (stereo not given)	3	3	-4	5	24	-1	-7	6	0.5
O=C(COC(=O)c1cccc2ccccc12)Nc1cccnc1Cl	4	5	-32	-2	32	-15	-7	8	-2.4
Cc1ccc(NS(=O)(=O)c2cc(OCC(N)=O)c(C)cc2Cl)cc1	-3	-4	-10	-9	12	-3	-10	1	-0.3
Cc1ccc(C(=O)Nc2cccc([N+](=O)[O-])c2)cc1S(=O)(=O)Nc1ccc(NC(=O)c2ccccc2)cc1	3	1	9	-6	-18	-13	3	11	0.5
CC(CCc1ccccc1)NC(=O)c1cc2sccc2n1C (stereo not given)	-4	9	-3	-16	26	0	-2	0	0.5
O=C1CN(C(=S)Nc2ccccc2Cl)CCN1	-3	-1	4	7	-5	-5	18	7	-0.4
CC(=O)Nc1ccc(SCC(=O)c2cc(C)n(-c3ccccc3)c2C)cc1	-2	-1	-7	-6	25	-17	6	6	0.5
Cc1nnc(N)s1	-2	/	-2	-4	10	-5	-4	-5	0.5
Cc1cc(C)c(C#N)c(SCS(=O)c2ccc(C(C)(C)C)cc2)n1 (stereo not given)	0	6	-7	-8	-7	-2	-9	3	0.6
CCCSC1=N/C(=C\C=C\c2ccco2)C(=O)S1	-3	-1	8	-9	44	-8	-4	0	-1.0
N/C(=N\OC(=O)c1cc(Br)ccc1Cl)c1cccnc1	-3	0	-9	-10	20	-9	-1	-2	3.2
Nc1ccc(SCCN2C(=O)c3ccccc3C2=O)cc1	-5	-2	9	-9	-20	-7	11	2	-0.4
CC(C)(C)NC(=O)C12CC3CC(CC(Cl)(C3)C1)C2	-2	-3	-4	-16	7	0	13	6	-0.1
O=C(COC(=O)c1c(Cl)ccc(Cl)c1Cl)NC(=O)NCc1ccccc1	0	0	-1	3	84*	-1	0	1	-0.1
O=c1oc2cc(OCc3ccc(F)cc3F)ccc2cc1-c1ccc2ccccc2n1	-2	2	-14	-29	8	-41	-9	3	0.0
C=C(C)c1cccc(C(C)(C)NC(=O)N2CCOCC2)c1	0	3	-9	-32	10	-1	-12	5	1.6
Cc1ccc(CN2CCN(CC(=O)O)C2=O)cc1	3	3	-12	-6	-2	-17	4	4	1.8
C=C(C)CNC(=S)NNC(=O)CCn1c2ccccc2c2ccccc21	-4	-5	7	-11	7	0	12	6	1.1
CCC(C)[C@H](NC(=O)NC1CC1)C(=O)O (stereo not given in full)	-4	1	7	-17	4	3	3	-4	0.2
CCOc1ccc(CC(=O)Nc2c(C(=O)Nc3ccccc3)oc3ccccc23)cc1OCC	2	16	-9	1	66	-6	-13	5	0.1

Record cards (already shown). Order of values: Ba/F3 V617F tox, NPY Y1 blocker, NPY-Y1 PAM-ag, S1P4 antagonist, CHOP inh, p47phox inh, NPY-Y2 PAM-ag, BaF3 parental, S1P4 ag
Entry for O=C(CCCc1ccccc1)Nc1ccc(S(=O)(=O)N2CCOCC2)cc1 → -3, /, 27, 7, 10, 4, 6, 1, -1.9
Entry for Cc1ccc(C)c(C(=O)n2cnnc2N)c1 → -2, 2, 2, -15, 29, -11, 0, 0, 1.9
Entry for CCC(C)[C@H](NC(=O)NC1CC1)C(=O)O (stereo not given in full) → -4, 1, 7, -17, 4, 3, 3, -4, 0.2
Entry for CCCN(CCC)c1nc2ccccc2nc1C(C#N)C(=O)OCCOC (stereo not given) → 1, 2, -17, -9, 67, -6, -15, 7, 2.8
Entry for NNC(=O)c1ccc(N2CCCCCC2)c([N+](=O)[O-])c1 → 1, -6, 6, 8, 20, 1, -13, 8, -1.2

For reference, 2 of the compounds above.
SMILES	Ba/F3 V617F tox	NPY Y1 blocker	NPY-Y1 PAM-ag	S1P4 antagonist	CHOP inh	p47phox inh	NPY-Y2 PAM-ag	BaF3 parental	S1P4 ag
Cc1cc(C)n(-c2nnc(Cl)c3ccccc23)n1	1	-1	8	16	5	0	-5	3	1.8
COCCNC(=O)CN1c2ccccc2CC1C (stereo not given)	3	3	-4	5	24	-1	-7	6	0.5

The results go on.
SMILES	Ba/F3 V617F tox	NPY Y1 blocker	NPY-Y1 PAM-ag	S1P4 antagonist	CHOP inh	p47phox inh	NPY-Y2 PAM-ag	BaF3 parental	S1P4 ag
COC(=O)c1ccc(/C=C2\N=C(SC)SC2=O)cc1	-2	3	-7	-12	53	-39	-4	6	-0.7
Cc1ccc(C(=O)NC2CCS(=O)(=O)C2)cc1S(=O)(=O)N1CCCCCC1 (stereo not given)	1	-2	10	0	-13	6	9	3	1.3
COC(=O)c1ccc(CN2CCC(CO)(Cc3cccc(OC)c3)CC2)cc1	-3	7	-20	-6	24	-11	-8	5	-0.2
COc1ccccc1CCNC(=O)Cc1cccs1	3	/	-13	2	-3	2	-10	4	2.3
O=c1[nH]c2c(c(=O)[nH]1)CCC2	0	1	-4	-7	-12	2	-5	-1	-0.9
Cc1[nH]c2ccccc2c1/C=N/NC(=O)c1cc(-c2ccccc2)n[nH]1	-6	/	21	4	1	-37	-4	1	-1.9
COCCn1c(C)cc(C(=O)COC(=O)c2ccc3ncsc3c2)c1C	4	5	-18	-10	20	-2	-4	7	1.3
CCOC(=O)C1=C(N)n2c(s/c(=C/c3ccco3)c2=O)=C(C(=O)OC)C1c1ccco1 (stereo not given)	-4	-3	-9	-23	50	-32	3	1	0.9
O=C(Nc1ccccc1NC(=O)NC1CCCCC1)NC1CCCCC1	-3	1	-1	-7	104*	-3	0	2	-3.6
CCNC(=O)COC(=O)C1C(C(=O)OCC)=C(C)NC(C)=C1C(=O)OCC	-5	-1	5	5	-2	-9	11	-4	-4.1
